# Pf growth 96h: Primary qHTS for delayed death inhibitors of the malarial parasite plastid, 96 hour incubation; P. falciparum luciferase reporter growth, 96 h; Potency, µM (titrated, usually from 28.7 µM), for inactives: at the top dose activity change, negative = inhibition, usual class: inhibitors; 320,000 compounds, 6.9% hits; AID 504834, 2011; note: potency is the fitted concentration of half-maximal effect; % is set by controls: 0 for no effect and ±100 for the full control effect
#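 Luminescence readout: decreased luciferase signal marks inhibited growth of reporter-expressing P. falciparum in infected red cells (2% hematocrit, 0.05% parasitemia final), exposed to compound two generations (96 h, 37 C, 5% CO2).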
# Shiga toxin inh: A qHTS for Small Molecule Inhibitors of Shiga Toxin | Vero cells, Shiga toxin protein synthesis inhibition reporter | inhibition, % at 38.7 µM | 290,000 compounds, 9.2% hits; in the data active = inhibition mostly above about 28%, no sharp cut-off; inactive = mostly below about 43%; note: 0% is about no effect
# Tb PYK inh: qHTS of Trypanosoma Brucei Inhibitors; pyruvate kinase (Trypanosoma brucei), Q57TT1; TbPYK enzyme, Kinase-Glo Plus ATP luminescence, 45 min; Potency, µM (series often up to 76.8 µM), for the others: top-dose activity, negative = inhibition, most hits filed as inhibitors; 410,000 compounds, 0.12% hits; AID 624173, 2012; note: potency is the fitted concentration of half-maximal effect; % is set by controls: 0 for no effect and ±100 for the full control effect; nearly all actives have a fitted effect of over 50% in size
#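 Activity of T. brucei pyruvate kinase was followed by Kinase-Glo Plus luminescence after the enzyme reacted 45 min at room temperature with 130 uM ADP (final) and substrate. Test compounds were added before ADP at multiple concentrations.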
# LmPK inh: qHTS Assay for Inhibitors of Leishmania Mexicana Pyruvate Kinase (LmPK). Q27686. purified LmPK, Kinase-Glo ATP luminescence, 1 h. Potency, µM (titrated, usually from 57.5 µM), without a hit: at the highest dose activity change, negative = inhibition, hits mostly inhibitors. 290,000 compounds, 0.37% hits; note: potency is the fitted concentration of half-maximal effect; % is set by controls: 0 for no effect and ±100 for the full control effect
# Target sequence (Q27686 whole entry, looked up): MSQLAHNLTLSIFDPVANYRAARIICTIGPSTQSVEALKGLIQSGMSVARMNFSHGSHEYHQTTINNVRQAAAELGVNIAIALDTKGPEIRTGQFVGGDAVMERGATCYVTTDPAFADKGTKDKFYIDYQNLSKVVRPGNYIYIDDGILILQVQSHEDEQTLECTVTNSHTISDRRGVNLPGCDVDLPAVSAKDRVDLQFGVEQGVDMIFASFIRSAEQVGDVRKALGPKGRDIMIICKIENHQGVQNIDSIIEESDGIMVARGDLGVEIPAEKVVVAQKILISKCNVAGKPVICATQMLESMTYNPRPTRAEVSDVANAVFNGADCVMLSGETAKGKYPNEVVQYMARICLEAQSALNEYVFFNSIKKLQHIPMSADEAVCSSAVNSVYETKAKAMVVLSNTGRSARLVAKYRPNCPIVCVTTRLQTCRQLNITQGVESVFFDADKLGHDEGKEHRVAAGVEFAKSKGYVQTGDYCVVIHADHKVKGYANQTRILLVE
#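 0.1 nM LmPK, 0.5 mM PEP, 0.1 mM ADP; 50 mM imidazole pH 7.2, 7 mM MgCl2, 50 mM KCl; 1 h RT. Kinase-Glo luminescence readout, normalized to no-enzyme (full inhibition) and uninhibited wells.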
# AMA1-RON2 inh: qHTS for Inhibitors of AMA1-RON; Towards Development of Antimalarial Drug Lead: Primary Screen | AlphaScreen AMA1-biotinylated RON2 peptide binding | Potency, µM (series often up to 58.2 µM), without a hit: at the highest dose activity change, negative = inhibition, usual class: inhibitors | Plasmodium falciparum AMA1 (3D7) - RON2 peptide interaction | 360,000 compounds, 0.2% hits;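 note: potency is the fitted concentration of half-maximal effect; 0% = vehicle wells and -100% = peptide control; nearly all actives have a fitted effect of over 45% in size; some results filed as inactive show a strong effect at the top dose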
#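 AMA1 (3D7) with his tag at 25 nM final met compounds first, then biotinylated RON2 peptide at 25 nM; detection used donor plus acceptor beads, 10 µg/mL apiece, read by AlphaScreen after 30 min at room temperature.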
# CHX counter: Cycloheximide Counterscreen for Small Molecule Inhibitors of Shiga Toxin | max response, % | cell reporter, cycloheximide protein synthesis inhibition counterscreen | 300,000 compounds, 12% hits; in the data active = max response mostly above about 13%, no sharp cut-off; inactive = mostly below about 14%; note: read at 38.3 µM for the half of the compounds with a filed dose; 0% is about no effect
# Pf growth 48h: Primary qHTS for delayed death inhibitors of the malarial parasite plastid, 48 hour incubation. P. falciparum luciferase growth in erythrocytes, 48 h. Potency, µM (titrated, usually from 28.7 µM), inactives show at the top dose activity change, negative = inhibition, actives largely listed as inhibitors. 310,000 compounds, 5.9% hits; note: potency is the fitted concentration of half-maximal effect; % is set by controls: 0 for no effect and ±100 for the full control effect
#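 Luciferase-expressing P. falciparum in infected erythrocytes (2% hematocrit, 0.1% parasitemia final) in RPMI 1640/0.5% Albumax were exposed to compound for 48 hours at 37 C, 5% CO2; growth read as luminescence.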
# Active calls of the source: *; i = inactive; ? = inconclusive; . = no result given; [ ] = remark or other dose. Unless noted, calls come from the whole dose curve; as a rule, active = well fitted curve in the direction sought with a large enough effect; inconclusive = small, poorly fitted or top-dose-only effect, or another doubt; inactive = no such curve, though single readings can be large; an effect the other way counts as inactive or inconclusive.
# Every second line gives: Pf growth 96h	Shiga toxin inh	Tb PYK inh	LmPK inh	AMA1-RON2 inh	CHX counter	Pf growth 48h
> COc1cc(C(=O)NCc2nnc(SCC(=O)NCc3ccccc3)o2)cc(OC)c1OC
 : 54%[activator]	-13	-3%	13%	-7%	-3	.
> O=C(CN(c1ccccc1)S(=O)(=O)c1ccccc1)N/N=C/c1ccc(OC2CSC2)cc1
 : ?	2	.	4%	.	0	-13%
> O=C(O)C1C2C=CC(C2)C1C(=O)NCc1ccc(Cl)cc1Cl (centres undefined)
 : 5%	1	-3%	1%	12%	-3	4%
> COc1ccc(C(=O)COC(=O)Cn2cnc3c2c(=O)n(C)c(=O)n3C)c(OC)c1
 : -25%	-5	1%	5%	-13%	-2	41%[activator]
> CSc1cc(-c2ccccc2)n(C)c(=O)c1C#N
 : 9%	-9	2%	0%	-7%	-1	3%
> COc1ccc(/C=N\N=C2/SC(CC(=O)O)C(=O)N2c2ccc(O)cc2)cc1 (centres undefined)
 : -1%	-23	3%	-1%	2%	-4	2%
> Cc1ccc2c(CN3CCN(CCO)CC3)cc(=O)oc2c1C
 : .	-13	2%	4%	4%	-2	0%
> COc1cccc(CC2(CO)CCN(S(=O)(=O)c3ccc(OC)cc3OC)CC2)c1
 : 302%[activator]	-32	-1%	0%	0%	2	?
> COc1ccc(C(=O)O)cc1NC(=S)NC(=O)Cc1ccc(Cl)cc1
 : 14%	1	-3%	-1%	-5%	-1	-10%
> CCN(CC)CCCNC(=O)CSc1nc(-c2ccc(F)cc2)cc(C(F)(F)F)n1
 : 30%	4	-2%	0%	0%	-6	3%
> O=C(NCc1cnc2ccccn12)C1CCC(=O)N(Cc2cccc(F)c2)C1 (centres undefined)
 : ?	8	-8%	-6%	-3%	5	7%
> COCc1ccc(C(=O)Nc2ccccc2C(=O)NCc2cccnc2)cc1
 : 19%	11	-5%	-6%	8%	-1	-28%
> Cc1onc(-c2ccccc2)c1-c1nc2ccccc2c(=O)o1
 : 18%	-11	-11%	-9%	-1%	-2	.
> CCN(CC)CCn1c(NCc2cc(OC)ccc2OC)nc2ccccc21
 : ?	11	-12%	-2%	-2%	9	?
> O=C(c1cccc(OC2CCN(Cc3ccc(F)cc3)CC2)c1)N1CCCC1
 : 2%	-3	-4%	-7%	-1%	-1	-10%
> CC(Nc1ccc(Cl)c(Cl)c1)C(=O)NN (centres undefined)
 : 0%	14	0%	-3%	6%	5	11%
> CCOC(=O)c1cc(-c2ccco2)nn1-c1ccc(C)cc1
 : -4%	8	-2%	3%	-26%	8	0%
> O=C(CNC(=O)OCc1ccccc1)NC1CCCCCCC1
 : 19%	20	5%	-1%	-5%	2	7%
> Cc1ccc(NC(=O)CN(C)C(=O)CSc2ncc(C(F)(F)F)cc2Cl)cc1
 : 16%	-14	6%	-1%	-17%	1	9%
> Cc1ccc(NC(=O)Cc2ncc(C(F)(F)F)cc2Cl)cc1Cl
 : -2%	-19	-17%	0%	3%	14	43%[activator]
> CCCOC(=O)CSc1nnc(-c2cc(OC)c(OC)c(OC)c2)o1
 : -16%	-16	2%	0%	0%	-5	19%
> O=C(NC1CCCCC1)C1Cc2ccccc2CN1S(=O)(=O)c1ccc(F)cc1 (centres undefined)
 : 13µM*	4	2%	7%	5%	0	?
> O=C(O)c1cc(OCc2ccccc2)cc(OCc2ccccc2)c1
 : 14%	-14	-1%	-2%	-5%	-4	8%[0.00184 µM]
> CCOC(=O)/C=C1\SCC(=O)N1CC(=O)NC12CC3CC(CC(C3)C1)C2
 : 5%	-12	-3%	1%	16%	-1	.
> COC(=O)c1ccccc1NC(=O)c1cnn2cccnc12
 : 18%	-14	1%	4%	4%	-1	7%
> CC(Sc1nnc(Cc2ccccc2)o1)C(=O)Nc1ccccc1[N+](=O)[O-] (centres undefined)
 : 50%[activator]	.	0%	.	-2%	.	18%
> COC(=O)c1ccc(OCC2c3cc(OC)c(OC)cc3CCN2C(=O)c2ccco2)cc1 (centres undefined)
 : ?	-17	-5%	-2%	-14%	10	15µM*
> Cc1ccc(CNC(=O)COc2ccccc2-c2ccccc2)cc1
 : 10µM*	12	1%	0%	-8%[2.32 µM]	-1	-14%
> CN1CCCN(C(=O)CC2(CC(=O)O)CCCC2)CC1
 : 11%	19	-1%	6%	2%	0	-2%
> Cc1ccc(C(=O)N2CCCC(CCC(=O)N3CCN(c4ccccn4)CC3)C2)s1 (centres undefined)
 : ?	-4	-2%	-4%	-4%	1	?
> CN(C)c1ccc(C(=S)N2CCN(C(=S)Nc3cccc4ccccc34)CC2)cc1
 : i[5.75 µM]	1	0%	0%	-3%	-1	16%
> COc1ccc(C(=O)CNc2ccccc2C#N)cc1
 : -29%	76*	6%	6%	2%	28*	4%
> CCn1c(SCc2nc(N)nc(N3CCCCC3)n2)nc2c1c(=O)n(C)c(=O)n2C
 : 108%[activator]	-9	5%	-3%	0%	2	5%
> COc1ccc(C(CNC(=O)c2cc3ccccc3o2)N2CCCCC2)cc1 (centres undefined)
 : 25%	-15	1%	-4%	1%	7	1%
> CCOc1ccc(N2CC(C(=O)Nc3ccc4c(c3)OCCO4)CC2=O)cc1 (centres undefined)
 : 16%	62*	-14%	0%	2%	50*	66%[activator]
> Cc1cnc(NC(=O)CCNC(=O)c2ccc([N+](=O)[O-])cc2)s1
 : -37%[5.75 µM]	-8	-11%	-2%	-2%	-2	-37%[5.75 µM]
> CNC[C@@H](C)NC[C@@H](Cc1ccccc1)NCCc1ccccc1
 : 2.9µM*	-8	-4%	3%	104%[activator]	-3	?
> COc1cc(NC(=O)COc2ccccc2)c(OC)cc1NC(C)=O
 : 3%	26	-1%	1%	-6%	8	9%
> COC(=O)C1=C(C)N(Cc2ccco2)C(=O)N[C@@H]1c1ccccc1
 : -21%	-13	-12%	3%	8%	-5	7%
> CN(C)c1ccc(/C=N/Nc2cccc(C(=O)O)c2)cc1
 : ?	198*	-13%	0%	-5%	68*	123%[activator]
> Cc1cc(C(=O)Nc2cccc(O)c2)c(C)o1
 : 18%	15	-1%	-8%	8%	18	29%
> O=C(O)C1CCCN(C(=O)NCc2ccccc2)C1 (centres undefined)
 : .	17	-8%	5%	19%	-3	7%
> O=C1CCCc2ccccc2N1Cc1ccc(Cl)cc1Cl
 : ?	-15	4%	0%	13%	3	?
> COc1cc(NC(=S)NCCC(c2ccccc2)c2ccccc2)c(OC)cc1Cl
 : ?	-4	-16%	3%	33%[activator]	4	?
> CCCCCCCC[n+]1cccc(C(=O)N(CC)CC)c1
 : 8.3µM*	-6	1%	-3%	-7%	0	?
> Cc1nc(NS(=O)(=O)c2ccc(Cl)s2)c2c3c(sc2n1)CCCC3
 : 6%	-7	-9%	4%	-6%	1	?
> O=S(=O)(c1ccc(F)cc1)c1nc(-c2ccco2)oc1Nc1ccc(F)cc1
 : ?	-4	-4%	-3%	-16%	12	?
> Cc1ccc(S(=O)(=O)NCCC(=O)N2CCC(Cc3ccccc3)CC2)cc1
 : ?	.	0%	.	16%	.	?
> COc1ccc(C/C(N)=N/OC(=O)CCc2ccccc2)cc1
 : -13%	-9	0%	3%	17%	2	-44%
> O=C1C2=C(CCCC2)C(=O)N1c1cccc(OCCBr)c1
 : ?	1	6%	1%	-2%	-2	-1%
> CCOC(=O)c1ccccc1NC(=O)c1cccc(F)c1
 : -21%	-9	-3%	-4%	-4%	-3	.
> O=P(Oc1ccccc1)(Oc1ccccc1)c1ccccc1
 : 6%	-9	4%	2%	0%	-1	-25%
> COc1ccc(C)cc1N(C(=O)CNC(=O)c1ccco1)C(C(=O)NC1CCCC1)c1cccnc1 (centres undefined)
 : .	35	2%	1%	-11%	2	-4%
> COc1cc(CNn2cnnc2)ccc1OCC(=O)NC(C)(C)C
 : -15%	-16	8%	0%	-11%	-1	-4%
> COCCN(C(=S)Nc1ccc(C(C)C)cc1)C(C)c1cccs1 (centres undefined)
 : -10%	21	-2%	2%	8%	13	?
> ClCc1c2ccccc2cc2ccccc12
 : 1%	.	3%	.	42%[activator]	.	-2%
> COc1ccc(NC(=O)Nc2ccc(C(=O)N3CCOCC3)cc2)cc1
 : ?	-6	-1%	0%	-4%	-1	10%
> Cc1cc(CNC(=O)c2ccc3c(c2)OCO3)c2ccccc2n1
 : 34%[activator]	8	-1%	5%	8%	-3	5%
> CCCCN(C(=O)c1ccc(S(=O)(=O)N2CCOCC2)cc1)C1CCS(=O)(=O)C1 (centres undefined)
 : 22%	.	-6%	.	15%	.	-11%
> CCOC(=O)c1[nH]c(C)c(C(=O)N2CCN(c3cccc(Cl)c3)CC2)c1C
 : 0%	-9	-3%	0%	-16%	-1	10µM*

# Profiles as entered above. Screens in order: Pf growth 96h, Shiga toxin inh, Tb PYK inh, LmPK inh, AMA1-RON2 inh, CHX counter, Pf growth 48h
# Record of `CCN(CC)CCn1c(NCc2cc(OC)ccc2OC)nc2ccccc21` → ?, 11, -12%, -2%, -2%, 9, ?
# Record of `COC(=O)C1=C(C)N(Cc2ccco2)C(=O)N[C@@H]1c1ccccc1` → -21%, -13, -12%, 3%, 8%, -5, 7%
# Record of `O=C(NC1CCCCC1)C1Cc2ccccc2CN1S(=O)(=O)c1ccc(F)cc1` (centres undefined) → 13µM*, 4, 2%, 7%, 5%, 0, ?

# The listing continues.
# Every second line gives: Pf growth 96h	Shiga toxin inh	Tb PYK inh	LmPK inh	AMA1-RON2 inh	CHX counter	Pf growth 48h
> COc1cccc(OCCn2cc(C(=O)c3ccco3)c3ccccc32)c1
 : 0%	43	-13%	2%	-3%	18	1.9µM*
> CCc1noc(C)c1C(=O)Nc1ccccc1N1CCOCC1
 : 20%	.	-1%	.	2%	.	-3%
> CC(Sc1nc(N(C)C)nc(N2CCOCC2)n1)C(=O)Nc1ccccc1 (centres undefined)
 : .	-6	6%	5%	-4%	-2	?
> CCC(C)(C)NC(=O)CN(CC1CCCO1)C(=O)CNS(=O)(=O)c1ccccc1 (centres undefined)
 : ?	-3	1%	-4%	6%	-8	8%
> Cc1ccc(-c2csc3ncnc(SCC(=O)NCc4ccc5c(c4)OCO5)c23)cc1
 : ?	23	3%	5%	-1%	-3	?
> COC(=O)c1nc(N)sc1C
 : 11%	22	0%	-7%	-8%	-2	7%
> Cc1ccn2c(=O)nc(SCC(=O)NC3CCCCC3)nc2c1
 : 1%	.	-5%	.	2%	.	22%
> Cc1c(Cl)c([N+](=O)[O-])nn1CCCC(=O)Nc1cc(Cl)ccc1Cl
 : -31%	-10	7%	1%	1%	-2	17%
> C=CCSc1nc2c(C(=O)OCC)nnn2c2ccccc12
 : -25%	-11	-8%	3%	1%	-5	9%
> Cc1cccc(Nc2nc(-c3ccc4c(c3)OCCO4)cs2)c1
 : -87%	120*	-7%	4%	21%	44*	.
> CC[n+]1ccc(/C=C/c2ccc(N(C)C)cc2)c2ccccc21
 : 10%	-24	?	16µM*	28µM*	-5	0.59µM*

# Screens as filed in PubChem BioAssay.
